APP transl inh: APP translation inhibition; SH-SY5Y APP 5'UTR-luciferase reporter, luminescence; inhibition, % at 2 µM; hit rate 0.82% among 190,000; AID 1285;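 active means inhibition above a set limit, derived from the sample mean plus 3 SD, cut at about 45% in these data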; further: values of inactives mirror those of a sister screen read the other way
NF-kB expr up: NF-kB expression increase, human neuronal cells; NF-kB reporter expression; hits give high values; fold change at 12.5 µM; hit rate 1.6% among 190,000; AID 1239; in the data active means fold change above about 3.3
Efa HMGR inh: inhibitors of class II HMG-CoA reductase from Enterococcus faecalis. purified E. faecalis HMGR, NADPH absorbance 340 nm kinetic. inhibition, % at 10 µM. hit rate 0.41% among 190,000. AID 1066;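 active means inhibition above a set limit, the median over all tested compounds plus 3 SD, cut at about 9.5% in these data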;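 further: enzyme runs in reverse so mevalonate oxidation gives rising NADPH absorbance; 0% = complete reaction with DMSO and 100% = background rate lacking mevalonate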
STAT1 act: activators of IFN-gamma induced STAT1 signaling. NIH 3T3 STAT1-luciferase reporter, luminescence; 100% = IFN-gamma alone, no compound. activation (% of control), % at 5.5 µM. hit rate 2.6% among 200,000. AID 932;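 active means activation above the screen-wide mean activation plus 3 SD, cut at about 130% in these data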;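 further: raw ratio to IFN-gamma control signal so 100% means no change and 0% no light; values of inactives mirror those of a sister screen read the other way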
FLuc stim CS: affects firefly luciferase, flagging false hits in luciferase stimulation screens. P08659. ATPlite luciferase biochemical, luminescence, 10 min; 0 = ATP-free wells, 1 = DMSO control. activation factor at 10 µM. 200,000 tested, under 10 active;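 active means luciferase activation factor, scaled between plate controls, of at least 2 with compound at 10 µM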
Target sequence (P08659 whole entry, looked up): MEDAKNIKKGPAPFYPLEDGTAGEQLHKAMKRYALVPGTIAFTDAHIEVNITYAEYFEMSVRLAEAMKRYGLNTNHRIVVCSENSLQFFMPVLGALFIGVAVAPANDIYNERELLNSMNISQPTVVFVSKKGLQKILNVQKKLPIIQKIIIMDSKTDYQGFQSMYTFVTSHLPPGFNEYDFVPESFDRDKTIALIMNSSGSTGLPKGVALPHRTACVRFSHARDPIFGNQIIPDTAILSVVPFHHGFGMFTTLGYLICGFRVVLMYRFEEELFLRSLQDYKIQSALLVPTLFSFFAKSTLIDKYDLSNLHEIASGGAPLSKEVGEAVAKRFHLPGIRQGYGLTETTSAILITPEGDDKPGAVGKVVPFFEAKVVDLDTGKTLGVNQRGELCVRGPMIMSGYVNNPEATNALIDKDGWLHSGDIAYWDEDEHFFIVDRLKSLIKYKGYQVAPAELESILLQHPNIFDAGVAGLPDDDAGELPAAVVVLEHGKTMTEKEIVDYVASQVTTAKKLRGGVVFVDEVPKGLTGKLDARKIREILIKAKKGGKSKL
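System: luciferase plus luciferin reagent, cell-free; medium: PBS as buffer for the ATP substrate; dosing: test compounds dosed from 2 mM stocks in 100% DMSO; timing: 10 min post-reagent at room temperature; measured by: luminescence measurement of luciferase light output; evaluation: luciferase activation, seen as luminescence increase over controls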
G6PDH counter: L. mesenteroides G6PDH inhibition counter-screen | Purified L. mesenteroides G6PDH, diaphorase/resazurin coupled fluorescence, 45 min | inhibition, % at 5 µM | hit rate 0.12% among 200,000 | AID 1020; in the data active means inhibition above about 50%
FLuc inh counter: inhibits firefly luciferase, flagging false hits in luciferase inhibition screens. P08659. ATPLite firefly luciferase biochemical luminescence, 10 min. inhibition, % at 10 µM. hit rate 1.5% among 200,000. AID 1006;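 active means inhibition above about 50% when tested at 10 µM, limit read from the data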
APP 5'UTR act: APP 5'UTR luciferase reporter activation; SH-SY5Y APP 5'UTR luciferase reporter, luminescence; zero percent = DMSO vehicle wells; activation, % at 2 µM; hit rate 1% among 190,000; AID 1276;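 active means activation above a set limit, based on mean plus 3 SD of controls, cut at about 140% in these data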; further: values of inactives mirror those of a sister screen read the other way
Redox H2O2 prof: compounds producing H2O2 with reducing agent – biochemical, NIH compound library profiling, artefact control for MLSCN library redox annotation, primary screen | hit rate 0.03% among 200,000 | AID 878 | activation, % at 10 µM | DTT-dependent redox cycling H2O2, phenol red/HRP absorbance; 100% = 100 µM peroxide control, 0% = buffer;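 active means activation of at least 50% relative to the plate's high and low controls in the primary single-dose screen; inactive means activation below 50%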;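 further: compound incubated with DTT at 0.8 mM final as the reducing agent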
Hsp70 activator: Hsp70 transcriptional activation, primary screen; hit rate 0.04% among 200,000; activation, % at 10 µM; HeLa Hsp70 promoter luciferase reporter, luminescence; scaled: vehicle 0, proteasome-inhibitor control 100%;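 active means activation above the mean across all tested compounds plus 3 SD, cutoff set per campaign, cut at about 5.5% in these data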;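 further: 100% = MG132 at 30 µM as the positive control and 0% = DMSO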
Starred values were filed as active, the others as inactive; x = not tested or not shown.

SMILES | APP transl inh | NF-kB expr up | Efa HMGR inh | STAT1 act | FLuc stim CS | G6PDH counter | FLuc inh counter | APP 5'UTR act | Redox H2O2 prof | Hsp70 activator
CC1Cc2ccccc2N1CC(=O)NC(=O)NCc1ccco1 (configuration not stated) | 0 | 0.8 | -3 | 103 | 1 | -10 | -3 | 0 | -1.8 | -0.4
C#CCSc1nc(-c2cccs2)ccc1C#N | 9 | 1 | -6 | 102 | 1 | -33 | 1 | -9 | 2.4 | -0.5
Cc1ccsc1CN1CCC(C(=O)NCc2ccccc2Cl)CC1 | 20 | 0.88 | 0 | 101 | 1 | 8 | -4 | -20 | -0.3 | -0.2
COCc1cc(N2CCCCC2)nc(-c2ccccc2)n1 | -8 | 1 | 1 | 95 | 1.1 | 5 | -7 | 8 | -0.2 | -0.2
OCCOc1nnnn1-c1ccccc1 | 3 | 1.2 | 0 | 103 | 1 | 4 | -4 | -3 | 1.6 | -0.1
N#Cc1nc(COc2ccc(F)cc2)oc1NCCCn1ccnc1 | 2 | 1.1 | -1 | 98 | 1.1 | 7 | -10 | -2 | 1.8 | -0.1
N#CCSc1nc2ccccc2c(=O)n1CCC(=O)NCCc1ccccc1 | 3 | 1.2 | -6 | 100 | 1.1 | 9 | -6 | -3 | 0.1 | -0.4
COc1cc(C(=O)Nc2nc(-c3cccs3)cs2)cc(OC)c1OC | -19 | 0.35 | 0 | 104 | 1 | -7 | 2 | 19 | 2.3 | 0.0
COCCCn1cc(C(=O)c2ccccc2OCC(=O)Nc2cccc(F)c2)cc(C#N)c1=O | -27 | 0.93 | 5 | 105 | 1 | 3 | 0 | 27 | 0.5 | -0.5
Cc1ccc(C)c(Cn2nnc3c(=O)[nH]c(C4CCN(C(=O)c5cccs5)CC4)nc32)c1 | 0 | 0.6 | -2 | 105 | 1 | 2 | -2 | 0 | 0.0 | 0.1
CCOc1cc(-c2cn(S(=O)(=O)c3cccc4nsnc34)nc2N)cc(OCC)c1OCC | x | 0.7 | -3 | 100 | 1 | 6 | -4 | x | 0.0 | -0.1
O=C(COc1ccccc1)NNc1c2ccccc2nc2ccccc12 | -2 | 0.42 | -1 | 95 | 1 | 5 | -1 | 2 | 4.0 | -0.5
O=C(NCc1ccco1)c1ccc2c(c1)N(Cc1ccccc1)C(=O)CS2 | 12 | 0.79 | 1 | 102 | 1 | -8 | -4 | -11 | 0.1 | 0.1
COc1cc(-c2nnc(SCC(=O)c3ccc(C)cc3)o2)cc(OC)c1OC | -1 | 1.1 | -4 | 103 | 1 | -56 | -2 | 1 | 0.8 | 0.4
COc1ccc(C2CC(=O)N3CN(Cc4ccco4)CSC3=C2C#N)cc1 (configuration not stated) | -15 | 1 | 0 | 102 | 0.9 | 30 | 7 | 15 | -0.1 | -0.3

Four entries picked at random from those above:
SMILES | APP transl inh | NF-kB expr up | Efa HMGR inh | STAT1 act | FLuc stim CS | G6PDH counter | FLuc inh counter | APP 5'UTR act | Redox H2O2 prof | Hsp70 activator
N#CCSc1nc2ccccc2c(=O)n1CCC(=O)NCCc1ccccc1 | 3 | 1.2 | -6 | 100 | 1.1 | 9 | -6 | -3 | 0.1 | -0.4
CCOc1cc(-c2cn(S(=O)(=O)c3cccc4nsnc34)nc2N)cc(OCC)c1OCC | x | 0.7 | -3 | 100 | 1 | 6 | -4 | x | 0.0 | -0.1
Cc1ccsc1CN1CCC(C(=O)NCc2ccccc2Cl)CC1 | 20 | 0.88 | 0 | 101 | 1 | 8 | -4 | -20 | -0.3 | -0.2
COc1cc(-c2nnc(SCC(=O)c3ccc(C)cc3)o2)cc(OC)c1OC | -1 | 1.1 | -4 | 103 | 1 | -56 | -2 | 1 | 0.8 | 0.4

Later entries.
SMILES | APP transl inh | NF-kB expr up | Efa HMGR inh | STAT1 act | FLuc stim CS | G6PDH counter | FLuc inh counter | APP 5'UTR act | Redox H2O2 prof | Hsp70 activator
Nn1c(Cc2cccc3ccccc23)nnc1SCc1c(F)cccc1Cl | -37 | 1.4 | -2 | 88 | 1.1 | 1 | -8 | 37 | -0.6 | -0.4
CCc1cccc2c(SC(C)C(=O)NCC3CCCO3)nc(-c3ccccc3)nc12 (configuration not stated) | -4 | 1.1 | 0 | 95 | 1.1 | -24 | -8 | 4 | -1.2 | -0.2
COc1ccc(S(=O)(=O)N(C)CC(=O)NCc2cccnc2)cc1Cl | 14 | 0.85 | -1 | 98 | 1 | 10 | -1 | -14 | -3.2 | -0.1
Cc1ccc(/C=N/NC(=O)c2nn(C)cc2Cl)cc1 | -42 | 2.1 | -4 | 129* | 0.1 | 1 | 86* | 42 | -0.2 | 0.3
Cc1noc(C)c1CSc1nnc2ccc3ccccc3n12 | -23 | 1.1 | 1 | 103 | 1.1 | -2 | -8 | 23 | 0.6 | 0.0
CN(C)C(CNC(=O)c1cccc(S(=O)(=O)N2CC3(C)CC2CC(C)(C)C3)c1)c1ccco1 (configuration not stated) | 16 | 0.83 | -5 | 99 | 1 | 2 | -1 | -16 | -1.7 | -0.2
CC(=O)Nc1cccc(C(=O)Nc2ccccc2C(=O)O)c1 | -6 | 0.96 | -2 | 87 | 0.9 | 3 | 11 | 6 | 0.7 | -0.4
CC1=NNC(=O)C1CCC(=O)N/N=C/c1ccc(Cl)cc1 (configuration not stated) | -19 | 0.98 | -5 | 106 | 1 | 2 | 2 | 19 | -0.7 | -0.3
Cc1ccc(OCC(=O)N2CCCc3ccccc32)cc1 | -30 | 1.3 | -6 | 109 | 1 | 17 | 4 | 30 | 0.5 | -0.1
CCc1ccc(NC(=O)CCS(=O)(=O)c2cccc3nsnc23)cc1 | -14 | 0.74 | -6 | 97 | 1.1 | 17 | -8 | 14 | 0.3 | -0.6
CCc1nc2ccccc2c(NC(=O)CN2CC(C)CC(C)C2)c1C (configuration not stated) | -20 | 0.61 | -1 | 87 | 1.1 | 5 | -6 | 20 | 0.2 | -0.4
Cc1ccccc1CNC(=O)c1ccccc1N | 12 | 1 | -1 | 99 | 1.1 | 1 | -7 | -12 | 0.3 | -0.5
OCCNCc1cc(Br)ccc1OCc1ccc(F)cc1 | -19 | 1.2 | -7 | 91 | 1.1 | 14 | -11 | 19 | -0.3 | -0.3
CC1(C)Cc2nc3sc4c(=O)n(CC(N)=O)cnc4c3cc2CO1 | 1 | 1.6 | 1 | 116 | 1 | 1 | 3 | -1 | -3.6 | -0.4
Cc1ccc(S(=O)(=O)N(C)CC(=O)N2CCCc3ccccc32)cc1 | -6 | 0.89 | -1 | 100 | 1.1 | 14 | -6 | 6 | -1.3 | -0.2
NC1=NC2CS(=O)(=O)CC2S1 (configuration not stated) | -6 | 1.2 | 2 | 99 | 1.1 | 24 | -8 | 6 | -0.4 | -0.1
C=CCn1nc([N+](=O)[O-])nc1Sc1cccc2cccnc12 | 44 | 3.5* | 3 | 108 | 1 | 6 | -1 | -44 | -0.1 | -0.2
Cc1ccc(C(C)C)c(OCCCN2CC(C)OC(C)C2)c1 (configuration not stated) | -62 | 1.1 | -6 | 102 | 1 | 26 | -2 | 62 | 3.5 | -0.6
Cc1ccccc1CS(=O)(=O)CCC(=O)NCCN1CCN(c2cccc(Cl)c2)CC1 | 2 | 1.2 | -4 | 100 | 1.1 | -2 | -6 | -2 | -2.6 | 0.0
CCN=C1SC(C(=O)Nc2cccc(Br)c2)CC(=O)N1CC (configuration not stated) | 2 | 1 | -1 | 109 | 1 | 2 | -4 | -2 | -0.2 | -0.1
CC1=CC(C)C2(COC(c3ccc[n+](C)c3)OC2)C(C)C1 (configuration not stated) | -2 | 1.1 | -7 | 97 | 1 | 16 | -1 | 2 | -0.3 | -0.1
CN(C)C(=O)CN(c1ccc(F)c(Cl)c1)S(C)(=O)=O | -4 | 0.97 | 2 | 94 | 1 | 26 | 1 | 3 | -3.8 | -0.1
COc1ccc(C(=O)N2CCC(C(=O)O)CC2)cc1 | 5 | 1 | -3 | 97 | 1 | 8 | -1 | -5 | 0.2 | -0.1
O=C(N1CCOCC1)N1CCN(S(=O)(=O)c2ccccc2)C1 | -17 | 1.1 | 0 | 103 | 1.1 | -15 | -10 | 17 | -0.2 | -0.5
COc1ccc(-c2n(CC(=O)OC3CC(C)CCC3C(C)C)c3ccccc3[n+]2C)cc1 (configuration not stated) | 14 | 0.37 | -4 | 46 | 1 | 14 | -1 | -14 | 0.1 | 0.3
[O-][n+]1c2c(nc3c1-c1ccccc1C3O)CCCC2 (configuration not stated) | -19 | 1.5 | -2 | 117 | 1 | 21 | 1 | 19 | 8.1 | 0.2
CC1Cn2c(CCc3ccccc3)nnc2S1 (configuration not stated) | 4 | 1.3 | -5 | 96 | 1 | 10 | -2 | -4 | -4.4 | 0.7
CC(C)C[C@H](N)c1cn([C@@H](Cc2cc3ccccc3[nH]2)C(=O)N2CCNCC2)nn1 | -24 | 0.94 | -3 | 100 | 1.1 | 7 | -10 | 24 | 1.1 | -0.3
Cn1nccc1C(=O)Nc1cccc(C(F)(F)F)c1 | 1 | 0.98 | 1 | 101 | 1.1 | 3 | -6 | -1 | -0.4 | -0.3
CCNC(=O)OCCC12CC3CC(CC(C3)C1)C2 | -19 | 1.4 | -1 | 109 | 1 | -4 | 0 | 19 | 0.5 | -0.1
O=C(COC(=O)Cc1c(Cl)cccc1Cl)Nc1ccc(OC(F)(F)F)cc1 | -5 | 1.1 | -2 | 101 | 1.1 | -9 | -8 | 5 | -0.1 | -0.2
Cc1cccc(-n2c(Cc3cc(=O)[nH]c(=O)[nH]3)nnc2SCC(=O)NCC2CCCO2)c1 (configuration not stated) | 6 | 1.2 | -5 | 101 | 1.1 | 0 | -7 | -6 | -3.0 | -0.4
N#C/C(=C\c1ccc(OCc2ccccc2)cc1)C(N)=O | -58 | 1.9 | -2 | 130* | 1 | 0 | 5 | 58 | -0.1 | -0.2
O=C1CC(C(=O)Nc2ccccc2)S/C(=N\NC(=O)c2ccccc2Cl)N1 (configuration not stated) | -12 | 0.89 | 4 | 90 | 1.1 | 7 | -8 | 12 | -0.6 | 0.0
OC1(c2cccc(C(F)(F)F)c2)CCNCC1 | 0 | 1.2 | -1 | 96 | 1.1 | -4 | -5 | 0 | 2.4 | -0.3
Cc1ccc2nc(N/N=C/c3ccco3)cc(C)c2c1 | -101 | 3.2 | -1 | 138* | 0.6 | 2 | 41 | 101 | -0.1 | 0.0
O=C(NCCCCCNC(=O)c1cccnc1)c1cccnc1 | -3 | 0.97 | -2 | 114 | 1 | 6 | -3 | 3 | 1.6 | 0.2
Cn1nnc2cc(NC(=O)NCc3ccc4c(c3)OCO4)ccc21 | -4 | 1 | 1 | 104 | 0.9 | 13 | 7 | 5 | 0.7 | -0.2
Cn1c(=O)c2c(ncn2CCN(CCO)Cc2ccccc2)n(C)c1=O | 11 | 0.86 | 0 | 93 | 1 | 0 | -2 | -11 | 2.1 | -0.4
COc1ccc(Nc2oc(-c3ccccc3)nc2C#N)cc1 | -39 | 1.8 | -5 | 132* | 1 | 3 | 0 | 39 | 0.1 | 0.3
COC1=C(Nc2ccc(O)cc2)C(=O)c2ccccc2C1=O | -3 | 0.76 | -2 | 109 | 0.9 | 27 | 13 | 3 | -0.2 | 0.0
CCCCN(C(=O)Cn1nnc2ccccc21)C(C(=O)NCCOC)c1ccccc1 (configuration not stated) | 21 | 1.2 | 2 | 93 | 1 | 6 | 0 | -21 | -1.0 | -0.3
COc1ccc(CC2NCCC3(O)CCCCC23)cc1 (configuration not stated) | 8 | 0.83 | -5 | 112 | 1.1 | 4 | -6 | -8 | 1.7 | 0.1

Screening data: PubChem, several laboratories
